# HIF activator: HIF pathway transcriptional activation. 300,000 tested, 0.32% active. AID 1910. U2OS HRE-luciferase reporter, luminescence; normalized: DMSO 0%, desferrioxamine 100%. activation, % at 7.5 µM (by protocol);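 active = mean activation of at least 10% of the iron chelator positive control signal, with at least half of replicates also reaching 10%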
# HSF-1 act: increases HSF-1 driven luciferase reporter signal. NIH3T3-HGL HSF-1 luciferase reporter, MG132, 8 h; 100% = twice DMSO control signal. activation, % at 9 µM. 300,000 tested, 1.7% active;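 active = mean replicate activation of at least 50% with a set share of replicates each reaching 50%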;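 note: 0% = median of the neutral control wells and 100% = twice that signal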
# HDAC3 inh: blocks human histone deacetylase 3 | AID 2718 | 320,000 tested, 0.15% active | inhibition, % at 8.3 µM | recombinant HDAC3, fluorogenic peptide/trypsin coupled, fluorescence | O15379; in the data active = inhibition above about 26%, passing the limit was not always enough
# Target sequence (O15379 whole entry, looked up): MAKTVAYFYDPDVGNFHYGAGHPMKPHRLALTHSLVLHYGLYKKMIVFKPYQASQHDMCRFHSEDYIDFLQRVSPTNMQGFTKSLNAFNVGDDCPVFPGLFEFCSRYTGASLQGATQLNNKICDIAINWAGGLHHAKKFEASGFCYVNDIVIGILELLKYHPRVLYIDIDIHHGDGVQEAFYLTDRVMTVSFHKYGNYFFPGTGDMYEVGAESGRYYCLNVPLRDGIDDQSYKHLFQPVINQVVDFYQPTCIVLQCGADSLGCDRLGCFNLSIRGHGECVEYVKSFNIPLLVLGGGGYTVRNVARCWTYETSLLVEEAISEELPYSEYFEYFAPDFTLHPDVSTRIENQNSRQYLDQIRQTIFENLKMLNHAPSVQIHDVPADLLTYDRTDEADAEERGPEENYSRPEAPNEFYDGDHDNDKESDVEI
# Platelet DG rel: modulates dense granule release in human platelets; AID 1663; 300,000 tested, 0.22% active; inhibition, %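 (compounds screened at 7.5 µM in platelet-rich plasma)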; human platelet-rich plasma, SFLLRN dense granule ATP release, luminescence;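 active = mean replicate score, as percent of positive control, at or above 50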
# AI-2 QS modul: Vibrio harveyi AI-2 quorum sensing modulation | activity change, % at 7.5 µM | AID 2094 | Vibrio harveyi JMH597 AI-2 luminescence/OD600 ratio, 9 h; active compounds read low; strain lacks LuxN and CqsS sensors; 0 = neutral-control median | 300,000 tested, 0.4% active; in the data active = activity change below about -75%, passing the limit was not always enough;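 note: luminescence divided by OD600 gain over 9 h not by final OD600 alone; inactives centre near 13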
# HSF1 inh: HSF1 inhibition. activity change, negative = inhibition, % at 7.5 µM (by protocol). AID 2098. NIH3T3-HGL HSE-luciferase, MG132-induced, luminescence 8 h; active compounds read low. 300,000 tested, 0.77% active;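 active = more than half of replicate wells show activity change below -50%, luminescence cut by over half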;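 note: luciferase reports HSF-1 transcriptional activity via heat shock element; 0% = median of DMSO wells and -100% = zero luminescence signal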
# aSyn 5UTR inh: 5' untranslated region of α-synuclein, MLPCN primary screen; alpha-synuclein 5'UTR reporter, inhibitor activity; inhibition, % (tested at 7.5 µM); 300,000 tested, 0.82% active; AID 1813; in the data active = inhibition above about 60%;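 note: H4 neuroglioblastoma cells stably carrying SNCA 5'UTR luciferase fusion; 0% = DMSO wells and 100% = positive control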
# KLF5 inhibitor: suppresses KLF5 promoter-driven expression | AID 1700 | inhibition, % at 5 µM | DLD-1 KLF5 promoter-luciferase reporter, luminescence | 290,000 tested, 0.23% active;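 active = inhibition above a per-plate limit of that plate's mean compound inhibition plus 3 SD, cut at about 60% in these data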;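 note: 0% = DMSO wells and 100% = LY294002 at 200 µM; higher means less KLF5 promoter-driven luciferase light; inactives centre near -14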
# HSP90 inh: HSP90 refolding inhibition in rabbit reticulocyte lysate | 290,000 tested, 0.91% active | inhibition, % at 5.6 µM | AID 1789 | luciferase refolding luminescence, 3 h;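 active = inhibition above the screen-wide mean plus 3 SD, computed separately per campaign, cut at about 16% in these data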;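 note: 0% = DMSO wells and 100% = 60 µM geldanamycin wells; inhibitors lower the luminescence because luciferase stays unfolded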
# IEC-6 tox: counter-screen for KLF5 inhibitors: cytotoxicity in IEC-6 cells; IEC-6 cytotoxicity, luminescence viability; inhibition, % at 5 µM; 290,000 tested, 0.78% active; AID 1825; in the data active = inhibition above about 22%;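 note: 0% = plate median of test compound wells and 100% = cytotoxic reference compound wells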
# Starred values were filed as active, the others as inactive; x = not tested or not shown. No enrichment for hits, and some 5% of all compounds hit somewhere here.
mol	HIF activator	HSF-1 act	HDAC3 inh	Platelet DG rel	AI-2 QS modul	HSF1 inh	aSyn 5UTR inh	KLF5 inhibitor	HSP90 inh	IEC-6 tox
Cc1ccc2c(c1)C1CN(C)CCC1N2C(=O)COc1ccccc1F (centres undefined)	-0.4	-1.5	-2.5	4.9	15.1	-13.8	-4.8	22.3	-1.9	1.5
Cc1ccc(CSCCNC(=O)c2cccc([N+](=O)[O-])c2)cc1	-0.2	-18.5	2.0	-1.6	-2.3	-5.6	30.0	-23.0	0.2	-0.8
Cc1c(C(c2ccc(C(=O)O)cc2)c2c(C)n(C)n(-c3ccccc3)c2=O)c(=O)n(-c2ccccc2)n1C	0.8	-3.7	-6.4	-13.1	8.3	-1.9	-1.5	-15.9	-0.6	0.8
COc1ccc2c(c1OC)C(=O)OC2CC(=O)O (centres undefined)	-0.3	28.2	-8.2	-2.4	19.2	6.0	9.3	-25.0	-2.9	-0.4
COc1cc(/C=N\NC(=O)C2C(=O)NCC2c2ccccc2)cc(OC)c1O (centres undefined)	-0.4	6.0	-0.5	0.1	19.6	-3.6	26.7	-12.8	-0.3	-3.8
CCN1CCN(c2ccc(S(=O)(=O)N3CCCCC3)cc2NC(=O)c2ccc([N+](=O)[O-])o2)CC1	1.2	9.0	5.4	-26.6	8.9	15.1	-31.9	x	x	x
Cc1ccc(C(=O)Nc2ccccc2C(=O)NCC2CCCO2)cc1 (centres undefined)	0.2	7.5	-0.2	-0.9	26.2	-0.8	-18.4	-7.3	-3.4	-4.7
O=C(Nc1ccc(Cl)c(Cl)c1)C1C2C=CC3(O2)C1C(=O)N(CCN1CCCCC1)C3C(=O)NC1CCCCC1 (centres undefined)	0.0	9.7	0.7	2.0	8.8	-3.4	8.8	-12.7	2.1	6.7
CC(C)(CO)Nc1nc(N2CCCC2)nc(N2CCCC2)n1	-0.3	0.7	4.4	-2.5	11.6	-6.7	9.9	10.2	-2.2	0.5
O=C(c1cccs1)N1CCN(C(=O)c2ccco2)c2ccccc2C1	-0.2	-2.0	-7.6	-2.1	28.8	0.1	20.3	-33.1	2.5	5.2
O=C(O)c1cn[nH]c1-c1cccc([N+](=O)[O-])c1	0.3	8.8	7.6	-2.6	6.3	0.9	11.8	-25.4	-4.7	-15.2
S=C(NCCCN1CCOCC1)Nc1ccc(Cl)cc1	0.6	-1.9	2.1	5.2	9.3	-0.4	-0.6	-10.2	3.3	-6.8
COCCCn1c(SCC(=O)Nc2ccc(NC(C)=O)cc2)nc2sc3c(c2c1=O)CCC3	0.4	5.8	3.5	-11.8	7.6	2.4	16.8	-16.0	2.7	7.1
CN(Cc1ccncn1)C(=O)CC1C(=O)NCCN1Cc1cccc(Oc2ccccc2)c1 (centres undefined)	0.0	2.9	-0.6	4.2	19.4	-0.6	-12.8	-11.2	-0.6	-1.0
O=C1OCC(c2ccc(Cl)s2)=C1c1ccccc1[N+](=O)[O-]	0.4	0.9	5.5	-4.9	0.9	-3.6	1.0	-19.4	4.7	0.2

# The final 2 compounds of the part above open the next one:
mol	HIF activator	HSF-1 act	HDAC3 inh	Platelet DG rel	AI-2 QS modul	HSF1 inh	aSyn 5UTR inh	KLF5 inhibitor	HSP90 inh	IEC-6 tox
CN(Cc1ccncn1)C(=O)CC1C(=O)NCCN1Cc1cccc(Oc2ccccc2)c1 (centres undefined)	0.0	2.9	-0.6	4.2	19.4	-0.6	-12.8	-11.2	-0.6	-1.0
O=C1OCC(c2ccc(Cl)s2)=C1c1ccccc1[N+](=O)[O-]	0.4	0.9	5.5	-4.9	0.9	-3.6	1.0	-19.4	4.7	0.2
Cc1cc(C)cc(Oc2ccc(N)cc2)c1	-0.3	7.7	2.6	0.6	20.5	5.0	22.5	4.1	4.4	4.8
CCc1cc(=O)oc2cc(C)cc(OC(C)C(=O)NC3CCN(Cc4ccccc4)CC3)c12 (centres undefined)	0.9	11.3	-13.7	13.3	15.4	7.1	-15.1	-8.1	2.5	-3.5
CCOC(=O)c1c(NC(=O)CN2C(=O)NC3(CCC(C)CC3)C2=O)sc(C)c1CC (centres undefined)	-0.2	2.5	-0.6	22.1	19.5	-2.8	-9.7	x	x	x
CCN(CC(=O)Nc1c(F)cccc1F)C(=O)Cc1csc(-c2ccc(OC)c(OC)c2)n1	-0.7	0.8	-28.9	5.3	23.6	-6.1	14.5	x	x	x
CC(=O)Nc1ccc(NC2=C/C(=N/S(=O)(=O)c3cccs3)c3ccccc3C2=O)cc1	-2.1	-94.3	6.1	5.9	19.8	-94.7*	82.6*	-32.5	54.9*	43.3*
C=CCNC(=S)NC(=O)c1ccc(C)c(Br)c1	1.9	21.0	4.7	-1.1	-1.2	8.7	-105.7	-82.4	1.5	4.8
O=C(c1ccc(Cl)cc1)c1cc([N+](=O)[O-])ccc1N1CCOCC1	-0.6	-9.2	4.0	1.0	-2.0	-15.2	117.6*	-20.2	4.0	3.5
CNCC(O)CN1CCN(c2ccccc2OC)CC1 (centres undefined)	-0.2	5.6	-11.2	-3.2	44.0	-0.3	21.7	-10.4	-1.9	3.3
CC(C)NS(=O)(=O)c1ccc(CCC(=O)O)cc1	-2.2	-5.1	-6.1	-7.0	-0.5	-4.6	-4.3	-30.0	-1.6	-5.2
CCn1cc(Cl)c(C(=O)N2N=C3/C(=C/c4cccs4)CCCC3C2c2cccs2)n1 (centres undefined)	-0.4	-1.1	-1.5	1.6	24.3	18.5	-1.8	-8.4	1.8	10.0
Cc1[nH]c(=O)[nH]c(=O)c1S(=O)(=O)N1CCCC(C(=O)N2CCN(c3ccccc3Cl)CC2)C1 (centres undefined)	-0.2	-3.4	0.0	-7.6	31.2	-6.0	-7.1	-12.7	2.7	2.2
CCn1c(SCc2cccc(C(F)(F)F)c2)nnc1-c1ccco1	-0.5	45.6	4.7	-2.4	59.7	20.6	-23.6	-31.3	-4.2	-10.6
OCC1(CCc2ccccc2)CCN(Cc2ccccc2Cl)CC1	0.3	-10.9	4.3	2.4	13.6	3.1	3.4	-13.8	0.2	1.3
Cc1nc2ncnn2c(C)c1Cc1ccccc1Cl	-0.2	14.2	-1.5	-12.1	4.4	4.7	-14.1	-18.4	-0.5	9.0
Cc1ccc(CN2CC(C(=O)N3CCN(S(=O)(=O)c4c(F)cccc4F)CC3)CC2=O)cc1 (centres undefined)	-0.7	6.8	2.5	-5.5	-3.8	-0.9	3.2	x	x	x

mol	HIF activator	HSF-1 act	HDAC3 inh	Platelet DG rel	AI-2 QS modul	HSF1 inh	aSyn 5UTR inh	KLF5 inhibitor	HSP90 inh	IEC-6 tox
Cc1ccc2[nH]c3c(c2c1)CN(C(=O)CN1CCN(c2ccccc2)CC1)CC3	-0.3	2.0	x	-1.5	32.0	1.2	9.5	-36.8	-1.3	6.7
O=C(CSc1nc(N2CCCCC2)nc(N2CCCCC2)n1)Nc1nccs1	0.1	-12.0	4.4	-3.7	20.0	-3.1	23.6	-28.6	-1.8	-0.2
CCOC(=O)Cn1nc(Cc2ccccc2)c2ccccc2c1=O	-1.5	0.8	2.3	-3.8	9.8	-8.3	19.5	-24.1	0.8	-0.2
Cc1cccc(-c2c3c(=O)n(C)c(=O)n(C)c3cn2CCO)c1	0.0	2.9	-2.2	-17.3	30.1	6.3	16.7	-12.0	3.2	2.7
CCn1cc(C(=O)Nc2ccc(F)c(F)c2)cn1	1.1	12.7	5.4	7.8	11.3	-4.1	-46.5	-43.3	-0.3	9.0
CC(C)c1nnc(SCC(=O)NCCC2=CCCCC2)n1N	-0.4	2.0	2.2	1.7	-16.2	0.6	1.7	-20.2	-1.7	0.4
C=CCNC(=S)NNC(=O)c1csc(C)c1CC	-0.1	11.2	7.4	-16.5	12.1	11.6	-0.6	-9.7	1.2	-1.0
COC(=O)c1ccc(CSc2n[nH]c(=S)s2)o1	-0.2	1.6	4.1	3.1	34.5	6.7	11.5	-19.5	-0.9	-6.8
CSc1ccccc1NC(=O)CN(C)CC(=O)Nc1cc(C)ccc1C	-0.5	2.6	5.7	-1.5	2.5	2.9	20.1	8.2	1.5	1.5
COC(=O)c1cc(-c2ccc(Br)cc2)n[nH]1	0.8	1.1	5.3	-31.8	22.0	10.3	-34.7	-102.0	-7.0	-7.3
CCOc1ccc(Br)cc1S(=O)(=O)Nc1cccc(S(=O)(=O)N(C)c2ccccc2)c1	-0.9	-2.4	9.8	-2.7	15.0	4.3	-6.6	15.5	7.0	5.4
Cc1cccc(NC(=O)NNS(=O)(=O)c2ccc(F)cc2)c1	0.0	2.0	-1.0	-2.3	20.0	-0.8	-13.7	-6.8	-6.8	-4.0
C#CCSc1[nH]c(=O)cc(C)c1C#N	-0.4	-3.3	6.3	-2.6	14.9	-14.0	-1.7	8.6	-2.9	-9.7
CCOC(=O)N1CCN(CC(=O)n2c(C)c(C)c3ccccc32)CC1	0.6	13.3	-4.7	0.3	13.7	-4.3	22.6	-4.3	-3.1	-8.9
O=C(CCc1nnc2ccc(NCc3ccco3)nn12)N1CCN(c2ccccc2F)CC1	0.2	22.6	9.2	-4.5	21.2	-1.9	-35.0	10.3	-3.8	-1.1

mol	HIF activator	HSF-1 act	HDAC3 inh	Platelet DG rel	AI-2 QS modul	HSF1 inh	aSyn 5UTR inh	KLF5 inhibitor	HSP90 inh	IEC-6 tox
COC(=O)c1ccccc1S(=O)(=O)N1CCC(C(=O)OCC(=O)NCC(F)(F)F)CC1	0.6	-1.5	1.2	-4.0	25.2	-2.3	8.9	-13.8	0.4	0.4
COc1cc(/C=N/N=C(\N)c2nonc2N)cc(OC)c1O	1.0	11.0	x	15.8	11.6	4.4	-24.4	-111.7	-0.4	-4.7
O=C(Cc1ccc(F)cc1)Nc1c(C(=O)N2CCN(c3ncccn3)CC2)oc2ccccc12	0.1	0.9	-3.4	2.1	21.4	-0.5	23.1	-21.3	0.9	1.9
COc1ccc(CC(=O)N2CCN(C(=O)c3ccco3)CC2)cc1	0.0	-6.6	0.2	0.5	21.2	-6.2	30.5	-2.1	-2.2	1.9
CC(C)CNC(=O)COc1cccc(C(=O)NCc2ccccc2)c1	0.0	5.1	-1.9	-4.4	14.8	-13.9	-2.3	-8.8	-3.8	-11.5
O=C(CSc1nnc(-c2cc3ccccc3cc2O)n1Cc1ccco1)c1ccc(F)cc1	-0.2	45.6	1.4	-4.2	7.9	16.3	41.5	-17.7	1.2	1.3
O=S(=O)(NCc1ccccc1Br)c1cccs1	1.1	6.0	-7.0	7.3	12.2	1.6	4.5	-36.0	-4.3	0.4
O=C(Cc1ccc(F)cc1)Nc1ccc(S(=O)(=O)N2CCCC2)cc1	0.6	-15.0	7.1	1.2	-47.3	-2.1	-1.2	x	x	x
O=C(c1cc(F)ccc1F)C1CCCN(C(=O)CSc2ccccn2)C1 (centres undefined)	0.0	-1.7	-3.1	-0.3	8.3	-1.6	20.4	-18.6	4.3	-0.2
CCOc1c(Br)cc(CNc2ncn[nH]2)cc1OC	-0.2	0.2	-1.9	-1.9	11.8	9.1	2.8	-29.1	-2.8	2.2
CC(Oc1cc2oc(=O)c3c(c2cc1Cl)CCC3)C(=O)NCC1CCC(C(=O)O)CC1 (centres undefined)	0.1	10.2	2.6	-2.5	13.7	-1.9	1.3	-17.9	-4.7	-3.9
CC(C)OC(=O)CSc1nnc(CNc2cccc(Cl)c2)n1C	-0.4	7.4	1.2	0.7	0.8	-1.9	9.3	-32.3	-2.3	-4.0
CC1(C)CC2(CCO1)N1CC3(C)CN2CC(C)(C1)C3=O (centres undefined)	-0.2	-5.8	-3.3	10.3	8.6	3.1	9.1	-45.4	-3.6	-9.4
